RORgamma inh = blocks mouse ROR gamma transcriptional activity; P51450; Drosophila S2 Gal4-RORgamma UAS-luciferase reporter, 20 h; Potency, µM (series often up to 53.6 µM), for the others: top-dose activity change, negative = inhibition, usual class: inhibitors; 310,000 tested, 5.4% active; note: % is set by controls: 0 for no effect and ±100 for the full control effect; nearly all actives have a fitted effect of over 60% in size
Target sequence (P51450 whole entry, looked up, the tested form may be a part): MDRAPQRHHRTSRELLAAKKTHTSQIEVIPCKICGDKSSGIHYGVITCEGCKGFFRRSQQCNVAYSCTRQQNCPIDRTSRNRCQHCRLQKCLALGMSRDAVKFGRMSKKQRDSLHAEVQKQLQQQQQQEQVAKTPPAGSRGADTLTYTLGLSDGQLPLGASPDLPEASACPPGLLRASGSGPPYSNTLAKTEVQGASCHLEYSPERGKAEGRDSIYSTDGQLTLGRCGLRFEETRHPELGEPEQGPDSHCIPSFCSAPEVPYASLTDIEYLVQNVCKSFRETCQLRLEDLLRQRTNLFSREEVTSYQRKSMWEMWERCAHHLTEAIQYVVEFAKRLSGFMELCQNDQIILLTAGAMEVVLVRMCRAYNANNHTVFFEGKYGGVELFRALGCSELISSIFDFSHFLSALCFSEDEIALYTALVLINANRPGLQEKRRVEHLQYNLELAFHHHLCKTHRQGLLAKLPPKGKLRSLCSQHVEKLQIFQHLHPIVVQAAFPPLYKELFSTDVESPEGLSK
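ROR gamma transcriptional activity was tracked as Gal4-UAS luciferase output in stably transfected Drosophila Schneider cells, with compound added 1 hr before 700 uM copper sulfate induction and a 20 hr ambient-temperature incubation.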
VP16 counter = Gal4-VP16 reporter inhibition counter-screen; Drosophila S2 Gal4-VP16 UAS-luciferase, luminescence, 20 h; Potency, µM (top dose mostly 53.6 µM), inactives show top-dose activity, negative = inhibition, most hits filed as inhibitors; 310,000 tested, 3.5% active;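 note: Gal4-VP16 expression switched on by copper sulfate through the metallothionein promoter; % is set by controls: 0 for no effect and ±100 for the full control effect; nearly all actives have a fitted effect of over 50% in size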
BRCA1 expr up = increases BRCA1 expression; Potency, µM (top dose mostly 46.1 µM), for inactives: top-dose activation, actives largely listed as activators; MCF7-BRCA1-FFLuc reporter, luminescence, 48 h; response scale: scaled: vehicle 0%, 10 µM genistein 100%; 380,000 tested, 1.1% active; note: nearly all actives have a fitted effect of over 80% in size; some results filed as inactive show a strong effect at the top dose
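Using MCF7 cells harboring a BRCA1 firefly luciferase reporter, plated 2 h before compound pinning, the screen measured luminescence after 48 h incubation. Responses were normalized to DMSO and 10 microM genistein, then fitted for concentration-effect.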
MBNL1 CUG block = MBNL1-poly(CUG) RNA binding inhibition; Q9NR56; TR-FRET MBNL1-His/biotin-(CUG)12 binding, 665/545 ratio; Potency, µM (titrated, usually from 57.5 µM), for the others: top-dose activity change, negative = inhibition, usual class: inhibitors; 280,000 tested, 0.036% active; AID 2675; active = well fitted inhibition curve with a large enough effect in the signal ratio, with a control signal flat, not every such curve was filed as active; inconclusive = small, poorly fitted or top-dose-only effect, or effect the other way, or a change in a side signal; inactive = no such curve, though single readings can be large or run the other way; the % refers to the signal ratio; note: % is set by controls: 0 for no effect and ±100 for the full control effect
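Compound titration spanned 92 nM–58 uM against the MBNL1-His/biotin-(CUG)12 complex. After 60 min at room temperature with 5 nM streptavidin-XL665 and 0.055 ng/ul terbium anti-His, ratiometric 665/545 nm emission (Ex 340 nm) normalized to controls.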
ELG1 genotox = genotoxicity induction in ELG1-luciferase HEK293T cells. HEK293T ELG1-luciferase reporter, luminescence, 16 h. 330,000 tested, 1.3% active. Potency, µM (highest dose often 46 µM), inactives show at the top dose activity change, positive = activation, usual class: activators; note: % of control where 0% means no effect; nearly all actives have a fitted effect of over 60% in size
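HEK293T cells expressing luciferase-tagged ELG1 were treated with compound or DMSO for 16 hr at 37°C. Luciferase activity was then read after 30 min with ONE-Glo at room temperature; rising signal flags genetic stress.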
FLuc modulator = inhibits or activates purified firefly luciferase, miR-21 counter-screen | P08659 | purified FLuc, Km substrates, luminescence inhibition | Potency, µM (top dose mostly 57.5 µM), for the others: at the highest dose activity change, negative = inhibition, actives largely listed as inhibitors | 360,000 tested, 6.9% active;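 note: plate controls were vehicle for no effect and reference inhibitor for full effect; nearly all actives have a fitted effect of over 55% in size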
Target sequence (P08659 whole entry, looked up): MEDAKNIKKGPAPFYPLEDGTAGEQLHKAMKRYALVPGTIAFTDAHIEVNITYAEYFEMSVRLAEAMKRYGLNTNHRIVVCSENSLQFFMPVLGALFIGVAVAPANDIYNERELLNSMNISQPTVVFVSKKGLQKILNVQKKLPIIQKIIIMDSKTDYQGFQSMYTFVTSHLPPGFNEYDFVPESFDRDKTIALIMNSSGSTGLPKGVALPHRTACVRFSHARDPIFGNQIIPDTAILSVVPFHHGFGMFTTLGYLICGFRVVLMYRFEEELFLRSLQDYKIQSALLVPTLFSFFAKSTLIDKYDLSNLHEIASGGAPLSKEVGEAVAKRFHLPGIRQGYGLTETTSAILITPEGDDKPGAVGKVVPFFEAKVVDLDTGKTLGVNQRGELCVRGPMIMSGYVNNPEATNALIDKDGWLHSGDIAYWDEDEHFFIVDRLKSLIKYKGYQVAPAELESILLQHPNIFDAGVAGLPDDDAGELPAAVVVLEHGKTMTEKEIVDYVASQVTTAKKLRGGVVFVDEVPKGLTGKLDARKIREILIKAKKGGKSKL
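Purified P. pyralis luciferase, 10 nM final, with Km-level 10 uM D-luciferin and 10 uM ATP in 50 mM Tris acetate pH 7.5, 10 mM Mg acetate, 0.01% Tween-20, 0.05% BSA; 6-point qHTS titration about 60 µM downward; luminescence read.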
Rab9 promoter act = activates the Rab9 promoter | Huh7 Rab9 promoter-luciferase reporter, luminescence, 24 h | Potency, µM (series often up to 9.22 µM), for the others: at the top dose activation, negative = inhibition, hits mostly activators | 320,000 tested, 2.8% active | AID 485297; note: % of control where 0% means no effect; nearly all actives have a fitted effect of over 60% in size
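Cell-based reporter: Huh7 stable for Rab9 promoter-driven luciferase, plated in reduced-serum medium with 10% FBS at 1500 cells/well, compound-treated 24 h at 37 °C, luminescence read after 10 min reagent.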
NPC1 prom act = activators of NPC1 promoter. Huh7 NPC1 promoter luciferase reporter, 24 h. Potency, µM (top dose mostly 9.22 µM), inactives show at the highest dose activation, most hits filed as activators. 320,000 tested, 2.4% active. AID 485313;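 note: % of control where 0% means no effect; nearly all actives have a fitted effect of over 60% in size; reporter is driven by a mutant NPC1 promoter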
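Luminescence from an NPC1 promoter-driven luciferase reporter in stably transfected Huh7 cells was measured after 24 h compound treatment at 37 °C, followed by 10 min ambient incubation with luciferase detection reagent.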
p53 reactivation = mutant p53 re-activation in reporter cells. H1299 p53-A138V BP100-luciferase reporter, luminescence, 24 h. Potency, µM (top dose mostly 92.2 µM), for inactives: top-dose activity change, positive = activation, most hits filed as activators. 320,000 tested, 0.063% active. AID 504706; note: % of control where 0% means no effect; nearly all actives have a fitted effect of over 45% in size
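H1299 (p53-null), stable ts p53-A138V + BP100-Luc; 1000 cells/well, Opti-MEM/10% FBS; cpd 4 pt, 1:5; 24 h, 37 deg C, 5% CO2; detection reagent 10 min RT; luminescence.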
uPA surface inh = blocks generation of uPA at the cell surface; cell surface uPA generation assay, qHTS; Potency, µM (highest dose often 38.3 µM), for the others: top-dose activity change, negative = inhibition, actives largely listed as inhibitors; 330,000 tested, 0.31% active; AID 540303; active = well fitted inhibition curve with a large enough effect; inconclusive = small, poorly fitted or top-dose-only effect; inactive = no such curve, though single readings can be large or run the other way; tested in mouse RAW 264.7 cells; note: % is set by controls: 0 for no effect and ±100 for the full control effect; nearly all actives have a fitted effect of over 55% in size
* hit, by the source's call; ? = inconclusive; nt = not tested or not shown; [ ] = dose if it differs, or a comment. Unless noted, calls come from the whole dose curve; as a rule, active = well fitted curve in the direction sought with a large enough effect; inconclusive = small, poorly fitted or top-dose-only effect, or another doubt; inactive = no such curve, though single readings can be large; an effect the other way counts as inactive or inconclusive. Potency is the fitted concentration of half-maximal effect.

SMILES | RORgamma inh | VP16 counter | BRCA1 expr up | MBNL1 CUG block | ELG1 genotox | FLuc modulator | Rab9 promoter act | NPC1 prom act | p53 reactivation | uPA surface inh
C=C(C)CN(CC)C(=O)CC1C(=O)NCCN1Cc1c(F)cccc1Cl (stereo unspecified) | 24% | 1% | 0% | -13% | 2% | -1% | -1% | -2% | -2% | 14%
O=C(CSc1nnc(-c2cccnc2)n1Cc1ccco1)c1ccc2ccccc2c1 | 23% | 7% | -10% | 13% | 0% | -11% | 2% | 4% | -3% | -2%
CC(=O)c1ccc(NC(=O)COC(=O)c2ccc(F)cc2F)cc1 | -22% | 8% | -10% | 2% | 6% | ? | -8% | 4% | 4% | 0%
NNc1nnc2c3cc(F)ccc3n(CCc3ccccc3)c2n1 | ? | -4% | -78% | ? | -7% | -4% | -1% | 0% | 25% | -10%
COCCNC(=O)CN(Cc1ccco1)C(=O)CCC(=O)Nc1nccs1 | -2% | 1% | 1% | -4% | -1% | 0% | -10% | 0% | 5% | 4%
CCOC(=O)N1CCC(N2C(=O)c3ccc(C(=O)NCCOC)cc3C2=O)CC1 | -16% | 0% | -1% | 26% | -1% | 2% | -3% | -3% | 0% | -14%
Cc1ccc(C(=O)C(OC(=O)CNS(=O)(=O)c2ccccc2)c2ccccc2)cc1 (stereo unspecified) | 12% | -1% | 1% | 0% | -2% | 1% | -7% | -4% | 5% | 2%
Cn1c(/C(C#N)=C/Nc2ccccn2)nc2ccccc21 | ? | -17% | -46% | ? | 2% | ? | 23% | 13% | 1% | -3%
COc1cc(C2C(C#N)=C(N)OC3=C2C(=O)CCC3)cc2c1OCO2 (stereo unspecified) | 12% | 6% | -6% | 0% | -1% | 7% | -4% | 3% | -7% | -3%
CC1=C(C(=O)OC2CCCCCCC2)C(c2cc3c(cc2Br)OCO3)CC(=O)N1 (stereo unspecified) | 11% | -23% | -38% | 2% | -9% | 0% | 2% | 1% | -18% | 2%
CCOC(=O)C1C(=O)CC(C)(O)C(C(=O)OCC)C1c1ccc(SC)cc1 (stereo unspecified) | 3% | -20% | -20% | -1% | -2% | -1% | 15% | 0% | -4% | -18%
COc1ccccc1NS(=O)(=O)c1ccc(C(=O)N2CCCC(C(F)(F)F)C2)cc1 (stereo unspecified) | nt | nt | -9% | nt | 1% | 1% | 2% | 0% | -7% | -1%
O=C(Cn1nnc2ccccc21)N/N=C\c1cccs1 | ? | ? | -17% | 19% | -2% | 4% | -5% | 0% | 10% | -4%
NC(=S)c1ccc(C(N)=S)o1 | -9% | -2% | 1% | ? | -3% | 1% | -6% | 1% | 5% | -4%
COc1cccc(CNC(=O)c2ccc(Cl)c(S(=O)(=O)N3CCOCC3)c2)c1 | nt | nt | 1% | nt | -1% | nt | -2% | -2% | -11% | -3%
O=C(CCNS(=O)(=O)c1ccccc1)N1CCN(c2ccccc2F)CC1 | 10% | 16% | -20% | -2% | 3% | 4% | 0% | -4% | -4% | 5%
O=C1c2ccccc2C(Nc2cccnc2)N1Cc1ccccc1Cl (stereo unspecified) | -2% | -10% | 8% | -3% | 0% | 1% | -2% | 2% | 3% | -9%
COc1ccc(-n2nc(C(=O)NCC(=O)NCCCN3CC(C)CC(C)C3)c3ccccc3c2=O)cc1 (stereo unspecified) | 0% | -5% | -25% | 27% | 4% | 2% | -4% | 2% | -8% | 0%
O=C(Cc1cccc(C(F)(F)F)c1)Nc1ccc(S(=O)(=O)N2CCCC2)cc1 | nt | nt | -45% | nt | -9% | 4% | -2% | -1% | -5% | -3%
COc1ccc(NC(=O)c2cc(-c3ccc(C)cc3O)n[nH]2)c(OC)c1 | -27% | -17% | -36% | 0% | -3% | -3% | -6% | -5% | -4% | 10%
CCOC(=O)Cc1csc(NC(=O)c2c(O)c3ccccc3n(CC(C)C)c2=O)n1 | -26% | -6% | -44% | 3% | -21% | 7% | -14% | -2% | -5% | 21%
O=C(CS(=O)(=O)c1ccc(F)cc1)Nc1nnc(-c2cccs2)o1 | nt | nt | 4% | nt | -5% | 3% | 1% | 1% | 1% | -3%
CS(=O)(=O)Nc1ccccc1C(=O)N1CCCC1 | -30% | -11% | -2% | 0% | 0% | 1% | 4% | 0% | -2% | 5%
COc1ccccc1N1CCN(C(=O)c2cc3c(C)nc4ccccc4c3o2)CC1 | 42% | ? | -47% | 0% | -20% | 1% | -7% | -6% | -16% | -9%
CN1CCN(c2oc(-c3ccco3)nc2S(=O)(=O)c2ccccc2)CC1 | -9%[10 µM] | -3% | -23% | -5% | 0% | 1% | 0% | 10% | 3% | -1%
O=[N+]([O-])c1cc(/C=N/N2CCN(c3ccccc3)CC2)ccc1Cl | -4% | -11% | 21% | -7% | 7% | ? | 18% | 17% | 11% | 11%
Cc1ccc(S(=O)(=O)N2CCOCC2)cc1C(=O)O | ? | -4% | 1% | -4% | -1% | 1% | 7% | -2% | 3% | nt
CCOCCCNC(=O)C1CCN(S(=O)(=O)CC)CC1 | -6% | 0% | 5% | 12% | 2% | 14% | -2% | -3% | -7% | 8%
Cc1ccc(-n2c(SCC(N)=O)nnc2-c2ccco2)cc1 | 2% | 1% | -18% | 4% | 0% | -1% | 5% | 1% | 23% | 7%
O=C(C1CCCCC1)N1CCN(S(=O)(=O)c2ccc(Br)cc2)CC1 | ? | -4% | -28% | 5% | 0% | -4% | 6% | 0% | 4% | -3%
O=C(Nc1ccc(S(=O)(=O)Nc2ncccn2)cc1)c1ccccc1 | -5% | -8% | 7% | -2% | 0% | -1% | 2% | -8% | nt | 7%
N#Cc1c(-c2ccccc2)nc2n1CCS2 | 13% | -6% | 0% | 4% | 9% | -2% | 0% | 0% | 2% | -10%
COc1ccc(CNC(=O)c2nn(-c3ccccc3)cc2OC)cc1 | 22% | 6% | -6% | 0% | -7% | -15% | 0% | 0% | -16% | -1%
Cc1ccc(C(=O)NCC(=O)OCC(=O)Nc2cc(C)c(C)cc2[N+](=O)[O-])cc1 | 1% | -26% | 3% | ? | 0% | ? | -3% | -1% | 19% | 9%
CC(C)C(OC(=O)c1cccs1)C(=O)NCc1cccs1 (stereo unspecified) | 12%[10 µM] | 3% | 4% | 4% | -1% | 4% | 5% | -3% | -1% | 1%
CCOc1ccc(N(CC(=O)NCc2ccc(F)cc2)S(=O)(=O)c2c(C)noc2C)cc1 | -4% | -7% | -2% | 3% | -3% | 2% | 1% | -1% | 2% | -5%
COc1cc2[nH]c(=S)n(CCN3CCOCC3)c(=O)c2cc1OC | ? | -5% | -4% | 2% | 0% | 0% | 0% | 0% | -6% | -4%
CC1CN(C(c2cccs2)c2sc3ncnn3c2O)CC(C)O1 (stereo unspecified) | ? | -12% | 14% | 7% | 4% | -1% | -2% | -3% | 3% | 0%
NC(=O)COc1ccccc1C(=O)NC12CC3CC(CC(C3)C1)C2 | 15% | 3% | -6% | -1% | -1% | -1% | -2% | 1% | -2% | 5%
CCCCn1c(O)c(N=Nc2ccccn2)c2ccccc21 | 10µM* | ? | -49% | 17% | -3% | ? | 4% | -2% | 2% | -3%
Cc1cc(C)nc(NS(=O)(=O)c2ccc(NC(=O)CCN3C(=O)c4ccccc4C3=O)cc2)n1 | 10% | 6% | -37% | 11% | 0% | 2% | 8% | 2% | -4% | -13%
COc1ccc(NC(=O)c2c(F)cccc2F)cc1S(=O)(=O)Nc1ccc(Br)cc1 | ? | -25% | -52% | nt | -5% | -9% | -1% | 1% | -7% | 0%
COc1ccc(OCCSc2nnc(-c3ccc(OC)cc3)n2N)cc1 | ? | 1% | 6% | 3% | -1% | 5% | 6% | 0% | -1% | -2%
CCOC(=O)Cn1nc(C)c2ccccc2c1=O | 14% | 2% | 13% | -1% | 3% | 4% | -8% | 1% | -3% | 4%
Cn1c(SCC#N)nnc1-c1cccnc1 | -16% | -11% | -2% | -3%[11.5 µM] | -1% | 7% | -3% | -1% | -3% | -1%
CCOc1nc(C)ccc1-c1noc(CC)n1 | -9% | 4% | 1% | ? | 7% | 4% | -4% | -3% | -7% | nt
O=C(COC(=O)Cn1cnc2ccccc21)Nc1ccc2c(c1)OCCO2 | ? | -8% | -4% | -9% | 3% | -19% | 3% | -2% | 2% | 5%
O=C1CCC(/C=C/c2ccccc2)=NN1Cc1ccc(Cl)c(Cl)c1 | 18% | 4% | -35% | 0% | -3% | 2% | 1% | -2% | -5% | 8%
CC(C)C(=O)NC(Nc1ccc(S(N)(=O)=O)cc1)C(Cl)(Cl)Cl (stereo unspecified) | 8% | -10% | -21% | nt | 0% | -1% | 2% | -8% | -3% | 6%
COc1ccc(OCCn2cnc3ccccc32)cc1 | 35% | -5% | 65% | 3% | 0% | -19% | 29% | 17% | -10% | -3%
CC(=O)Nc1ccc(C(=O)OCC(=O)N2CCCC2=O)cc1 | nt | nt | 4% | nt | 0% | nt | nt | nt | -3% | 2%
CCN(Cc1ccccc1)C(=O)COC(=O)Cc1c[nH]c2ccccc12 | nt | nt | 2% | nt | 1% | 2% | -4% | -1% | -7% | 8%

The order is random; 13% or so of the library scored in one or more.
